Compound activity: PubChem, several laboratories
GSK3beta inhib = human GSK3beta kinase inhibition | P49841 | 300,000 tested, 0.038% active | activity score (negative = inhibition), % at 10 µM | GST-GSK3beta kinase, ADP-Glo luminescence, 60 min; hits give low values | AID 2097;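 active means more than half of replicate wells score below -50%, meaning over 50% inhibition versus plate controls; inconclusive means some replicates but at most half score below -50%; inactive means no replicate scores below -50%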;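 further: 0% = median DMSO wells and -100% = median GW8510 positive control wells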
Target sequence (P49841 whole entry, looked up): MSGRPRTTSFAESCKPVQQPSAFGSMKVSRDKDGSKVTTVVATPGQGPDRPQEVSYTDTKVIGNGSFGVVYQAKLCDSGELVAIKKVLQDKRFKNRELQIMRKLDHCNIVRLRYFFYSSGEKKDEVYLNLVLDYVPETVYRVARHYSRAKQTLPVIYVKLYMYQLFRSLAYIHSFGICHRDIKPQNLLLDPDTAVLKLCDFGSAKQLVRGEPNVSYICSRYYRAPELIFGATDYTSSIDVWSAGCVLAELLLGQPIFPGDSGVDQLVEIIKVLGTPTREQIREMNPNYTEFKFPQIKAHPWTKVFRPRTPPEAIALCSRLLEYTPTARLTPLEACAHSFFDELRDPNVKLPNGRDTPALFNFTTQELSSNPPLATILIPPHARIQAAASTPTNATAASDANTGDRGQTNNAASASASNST
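Test system: GST-tagged human GSK3beta kinase, cell-free; evaluation: activity score scaled between in-plate DMSO and GW8510 controls; measured by: ADP-Glo luminescence; incubation: 60 min reaction, RT; benchmarks: DMSO and 20 µM GW8510; reagent: peptide substrate plus 25 µM ATP (final); medium: Tris/MgCl2 kinase buffer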
HSP90 inh = inhibitors of HSP90 luciferase refolding in rabbit reticulocyte lysate; luciferase refolding luminescence, 3 h; inhibition, % at 5.6 µM; 290,000 tested, 0.91% active; AID 1789;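 active means inhibition above the screen-wide mean plus 3 SD, computed separately per campaign, cut at about 16% in these data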;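 further: 0% = DMSO wells and 100% = 60 µM geldanamycin wells; inhibitors lower the luminescence because luciferase stays unfolded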
Dyrk1A ADPGlo = Dyrk1A (rat) kinase inhibition. Q63470. ADP-Glo luminescence, NFATc1 peptide. inhibition, % at 12.5 µM. 310,000 tested, 0.43% active. AID 504441; in the data active means inhibition above about 50%;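 further: plate controls were vehicle with enzyme for no effect and no enzyme for full effect; many of its hits are not listed in these tables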
aSyn UTR inh = MLPCN primary screen, SNCA 5' untranslated region. alpha-synuclein 5'UTR reporter, inhibitor activity. inhibition, % (tested at 7.5 µM). 300,000 tested, 0.82% active. AID 1813; in the data active means inhibition above about 60%; inconclusive means no clear call, values can overlap the other calls;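 further: H4 neuroglioblastoma cells stably carrying SNCA 5'UTR luciferase fusion; 0% = DMSO wells and 100% = positive control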
HSF-1 act = increases HSF-1 driven luciferase reporter signal; AID 504408; 300,000 tested, 1.7% active; activation, % at 9 µM; NIH3T3-HGL HSF-1 luciferase reporter, MG132, 8 h; 100% = twice DMSO control signal;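 active means mean replicate activation of at least 50% with a set share of replicates each reaching 50%; inconclusive means only one of those two conditions met; inactive means mean below 50% and too few replicates reaching it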;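 further: 0% = median of the neutral control wells and 100% = twice that signal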
HSF1 inhib = HSF1 inhibition; NIH3T3-HGL HSE-luciferase, MG132-induced, luminescence 8 h; hits give low values; 300,000 tested, 0.77% active; AID 2098; activity change, negative = inhibition, % at 7.5 µM (by protocol);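 active means more than half of replicate wells show activity change below -50%, luminescence cut by over half; inconclusive means some wells, but at most half, below -50%; inactive means no replicate well below -50%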;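 further: luciferase reports HSF-1 transcriptional activity via heat shock element; 0% = median of DMSO wells and -100% = zero luminescence signal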
KLF5 inh = inhibitors of KLF5 expression; inhibition, % at 5 µM; 290,000 tested, 0.23% active; AID 1700; DLD-1 KLF5 promoter-luciferase reporter, luminescence;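 active means inhibition above a per-plate limit of that plate's mean compound inhibition plus 3 SD, cut at about 60% in these data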;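 further: 0% = DMSO wells and 100% = LY294002 at 200 µM; higher means less KLF5 promoter-driven luciferase light; inactives centre near -14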
GSK3A inh = human GSK-3 alpha kinase inhibition; ADP-Glo luminescence, 60 min; 320,000 tested, 0.1% active; inhibition, % at 10 µM;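 in the data active means inhibition above about 50%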;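 further: GST-tagged GSK-3 alpha with peptide substrate and 25 µM ATP; 0% = DMSO neutral wells and 100% = GW8510 positive control wells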
Target sequence (P49840 whole entry, looked up): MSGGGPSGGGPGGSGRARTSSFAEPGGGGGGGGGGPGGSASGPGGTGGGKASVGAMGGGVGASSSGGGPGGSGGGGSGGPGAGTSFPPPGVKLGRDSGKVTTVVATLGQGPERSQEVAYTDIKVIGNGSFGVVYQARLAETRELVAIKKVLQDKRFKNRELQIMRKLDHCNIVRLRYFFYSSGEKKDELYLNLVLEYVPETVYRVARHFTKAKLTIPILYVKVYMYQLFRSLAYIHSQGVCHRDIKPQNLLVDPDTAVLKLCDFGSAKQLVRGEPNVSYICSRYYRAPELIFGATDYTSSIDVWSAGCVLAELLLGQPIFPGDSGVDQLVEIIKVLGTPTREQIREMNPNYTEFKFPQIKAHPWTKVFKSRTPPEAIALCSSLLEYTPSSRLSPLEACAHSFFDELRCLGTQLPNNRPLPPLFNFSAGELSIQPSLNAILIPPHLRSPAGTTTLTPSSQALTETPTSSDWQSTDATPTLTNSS
IEC-6 tox = IEC-6 cytotoxicity, counter-screen for KLF5 inhibitors; inhibition, % at 5 µM; AID 1825; luminescence viability; 290,000 tested, 0.78% active; in the data active means inhibition above about 22%;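 further: 0% = plate median of test compound wells and 100% = cytotoxic reference compound wells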
Platelet DG rel = modulates dense granule release in human platelets | human platelet-rich plasma, SFLLRN dense granule ATP release, luminescence | inhibition, %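 (compounds screened at 7.5 µM in platelet-rich plasma)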 | 300,000 tested, 0.22% active;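 active means mean replicate score, as percent of positive control, at or above 50; inconclusive means mean below 50 but at least one replicate at or above 50; inactive means mean and every replicate below 50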
Starred values were filed as active, the others as inactive; ? = inconclusive; / = not tested or not shown.

SMILES	GSK3beta inhib	HSP90 inh	Dyrk1A ADPGlo	aSyn UTR inh	HSF-1 act	HSF1 inhib	KLF5 inh	GSK3A inh	IEC-6 tox	Platelet DG rel
CN(C)c1ccc(C(=O)NN2C(=O)c3ccccc3C2=O)cc1	-26	6	-5	12	1	0	-29	-2	3	1
CCCCNC(=S)N/N=C/c1ccc(C#N)cc1	-3	-5	1	29	-13	0	-50	2	4	10
O=C(c1ccco1)N1CCN(S(=O)(=O)c2ccc3c(c2)OCCO3)CC1	2	0	-2	-6	2	-4	-8	/	7	9
Cc1ccc(C(=O)O/N=C/c2c(C(F)(F)F)nn(C)c2Sc2ccc(Cl)cc2)cc1	0	1	-1	8	-9	-19	-6	/	1	-3
CCN(C(=O)CSc1cc(C)c2ccccc2n1)c1c(N)n(Cc2ccccc2)c(=O)[nH]c1=O	2	-1	-3	19	9	4	-9	0	0	3
CCOC(=O)Cn1nc(-c2ccc(F)cc2)oc1=O	2	4	3	6	4	3	-11	-1	-5	-4
Cc1cccc(-c2nc(CS(=O)CC(=O)NCc3ccco3)c(C)o2)c1 (stereo not drawn)	3	-1	-4	2	-9	4	-21	0	-1	1
CC(C)c1ccc(NC(=O)CSc2n[nH]c(=O)n2-c2cccnc2)cc1	4	0	2	3	12	-3	-9	-1	-2	2
O=C(CSc1nc(-c2ccccc2)nc2ccccc12)Nc1cccc(C(=O)O)c1	3	-3	-6	-27	22	8	-36	-2	-2	6
CN(C)CCN(C(=O)/C=C/c1cccs1)c1nc2ccc(Br)cc2s1	3	2	3	21	29	13	-25	1	4	4
Cc1ccc(CS(=O)Cc2ccc(C(=O)N3CCOCC3)o2)cc1 (stereo not drawn)	2	-4	6	-1	-9	-7	-23	-4	-2	-13
CC1CCN(C(=O)Cn2c(SCC(=O)Nc3nccs3)nc3ccccc32)CC1	-5	2	1	0	5	6	-21	11	-8	5
CS(=O)(=O)Nc1ccccc1C(=O)c1ccccc1	-2	1	-1	5	-5	-7	-31	-1	2	-2
COc1ccc(OC)c(N(CC(=O)NCC2CCCO2)S(=O)(=O)c2ccccc2)c1 (stereo not drawn)	-2	0	-9	-10	15	-4	-16	-1	-10	-24
Cc1ccc(CC2CC(=O)N(c3cc(Cl)ccn3)C2=O)cc1 (stereo not drawn)	0	0	8	7	0	3	0	-1	-5	-1
O=C(c1ccco1)c1nc2c(n1O)CCCCC2	3	3	0	6	1	-6	-42	-1	9	3
O=C(Nc1ccc2c(c1)C(=O)N(CC1CCCO1)C2=O)c1ccccc1Br (stereo not drawn)	-1	-1	-1	-16	-2	2	-30	2	1	-9
Cc1ccc(/C=N/NC(=O)C2COc3ccccc3O2)s1 (stereo not drawn)	0	/	-4	-20	-6	-7	/	-2	/	-10
CCO[C@@H]1OC(C(=O)N2CCN(Cc3ccccc3)CC2)=C[C@H](c2ccc(C(F)(F)F)cc2)[C@H]1CCCO	-4	-4	4	26	15	-3	-21	-1	4	-4
Cc1nc2nc(CCNS(=O)(=O)c3ccc(Cl)cc3)cn2nc1C	-2	1	/	-13	1	5	6	-2	6	2
O=C(NCc1cccnc1)c1cn(CCc2ccccc2)nn1	/	1	-4	/	/	/	-17	1	3	/
Cc1nnc2ccc(N3CCOCC3)nn12	-3	-5	6	7	3	-2	10	-5	-3	38
CCN1CCN(C(c2ccccc2)c2nnnn2Cc2ccc3c(c2)OCO3)CC1 (stereo not drawn)	-1	-2	-8	-11	5	3	-4	0	-9	-3
CCOc1ccc2cc(C#N)c(SCC(=O)N3CCC(C)CC3)nc2c1	0	5	7	21	21	-2	-25	-1	4	9
CCCCn1c(N)c(N(CCC(C)C)C(=O)c2cccc(-n3cnnn3)c2)c(=O)[nH]c1=O	-4	/	6	7	-2	-6	/	-2	/	4
O=C(N/N=C/C=C/c1ccccc1)c1cc2c(ccc3ccccc32)o1	0	-2	0	-80	-36	-37	2	1	-4	1
CCn1c2ccccc2c2nc3ccccc3nc21	2	0	1	-22	37	12	-12	2	2	-1
N#Cc1cccc(C(=O)OCC(=O)c2ccc3c(c2)NC(=O)CO3)c1	1	/	0	-3	22	13	/	-2	/	/
COc1ccc(OCC(O)CNC(=O)Nc2ccc(C(C)(C)C)cc2)cc1 (stereo not drawn)	-3	-1	5	37	10	-7	-9	-1	-6	-2
COc1ccc2[nH]c(C(=O)N3CCC(CO)(Cc4cccc(C(F)(F)F)c4)CC3)c(C)c2c1	0	-5	-4	11	12	1	-42	0	-2	-1

4 entries from above, sorted by their value in Dyrk1A ADPGlo, largest number first:
structure	Dyrk1A ADPGlo
CC(C)c1ccc(NC(=O)CSc2n[nH]c(=O)n2-c2cccnc2)cc1	2
CC1CCN(C(=O)Cn2c(SCC(=O)Nc3nccs3)nc3ccccc32)CC1	1
Cc1ccc(/C=N/NC(=O)C2COc3ccccc3O2)s1 (stereo not drawn)	-4
CN(C)c1ccc(C(=O)NN2C(=O)c3ccccc3C2=O)cc1	-5

Further records
SMILES	GSK3beta inhib	HSP90 inh	Dyrk1A ADPGlo	aSyn UTR inh	HSF-1 act	HSF1 inhib	KLF5 inh	GSK3A inh	IEC-6 tox	Platelet DG rel
CCOC(=O)CCNC(=O)N1CCCC(C(=O)c2ccc3c(c2)OCO3)C1 (stereo not drawn)	-1	-5	-4	0	-5	-1	-13	/	-1	5
CSCCC(NS(=O)(=O)c1ccccc1)C(=O)OCc1cc(=O)oc2cc(O)ccc12 (stereo not drawn)	3	/	/	-18	22	7	/	1	/	-4
O=C(CS(=O)CC(=O)N(c1ccccc1)C(C(=O)NC1CCCCC1)c1ccco1)Nc1ccc(F)cc1 (stereo not drawn)	-4	-3	-5	16	9	2	-25	1	-1	9
O=C(Cn1cnc([N+](=O)[O-])c1)NCCc1ccccc1	/	1	3	-8	-6	-4	-47	-1	-4	1
Cc1ccccc1-n1c(=O)c2ccccc2n2c(=O)[nH]nc12	0	4	6	25	1	2	-10	-2	1	3
C=CCOc1cccc(C2C(C(=O)c3ccc(C)o3)=C(O)C(=O)N2CCCn2ccnc2)c1 (stereo not drawn)	0	4	-3	-5	-5	-3	-8	-2	8	-5
CCCCn1c(NCCO)nc2ccccc21	2	1	58*	-3	4	-3	-26	1	0	19
CCCOc1ccc(C(=O)N(CC(C)C)c2c(N)n(Cc3ccccc3)c(=O)[nH]c2=O)cc1	-1	/	5	12	-10	-2	/	-3	/	-2
CCN(CC)Cc1ccc(OC)c(Cl)c1	1	2	/	-5	12	1	-27	-3	-1	13
C/C(=N\NC(=O)c1c(Br)cnn1C)c1ccc(NC(=O)c2ccc(F)cc2)cc1	-8	1	-3	-108	6	-6	-68	-3	4	-13
CCOc1ccc(C(=O)C[n+]2cccc3cc(C)ccc32)cc1	-1	-2	13	5	9	1	-10	-4	1	5
Cn1c(=O)n(C)c2cc([N+](=O)[O-])c(N3CCN(S(=O)(=O)c4ccccc4)CC3)cc21	-4	7	-7	28	33	8	-20	4	-3	-19
Cn1c(=O)c2c(nc(NNC(=O)C(F)(F)F)n2C)n(C)c1=O	2	4	3	-12	-13	-5	-44	-2	-5	-4
COc1cc(SC)ccc1C(=O)Nc1ccc2c(c1)OCCO2	-1	12	12	-35	17	11	-131	4	5	4
COc1cc(OC)c(OC)cc1CN1CCN(Cc2cccn2C)CC1	-1	-1	3	7	-8	-1	-24	-2	-1	4
COc1ccc(CS(=O)(=O)CC(C)(O)c2ccc(Cl)cc2)cc1 (stereo not drawn)	-6	-3	/	13	12	2	7	-1	0	-2
CCOC(=O)N1CCC(NC(=O)CC2C(=O)NCCN2Cc2ccc(C)cc2)CC1 (stereo not drawn)	2	1	-4	12	7	1	-14	-1	-6	-4
CCCc1cc(=O)oc2cc(OCC(=O)NC(Cc3c[nH]c4ccc(O)cc34)C(=O)O)c(Cl)cc12 (stereo not drawn)	5	3	2	-9	2	0	5	0	-6	2
Cc1ccnc(NS(=O)(=O)c2ccc(NC(=O)c3ccc(N4C(=O)CCC4=O)cc3)cc2)n1	2	2	-1	10	-5	-3	-8	-4	-6	10
COC(=O)CC1C(=O)NCCN1C(=S)NC(=O)C(c1ccccc1)c1ccccc1 (stereo not drawn)	2	-6	-7	9	10	-11	5	-2	-9	5
Cc1ccc(Nc2c([N+](=O)[O-])c(=O)oc3ccccc23)cc1C	0	3	17	-57	14	-1	-43	2	8	8
CCOC(=O)N1CCN(C(=O)CN(c2cc(Cl)ccc2OC)S(=O)(=O)c2ccccc2)CC1	1	-2	-8	6	12	-4	2	2	-2	-1
CCN1CC=C2C(C#N)=C(N)C(C#N)(C#N)C(c3cc(Cl)ccc3Cl)C2C1 (stereo not drawn)	1	4	9	14	-5	-3	5	1	5	2
CS(=O)(=O)N1CCC(Oc2ccccc2C(=O)N2CCN(CC3CC3)CC2)CC1	3	-1	-1	2	-2	-3	-55	-1	-4	?
CCOc1cc(C)c(S(=O)(=O)Nc2ccc(F)cc2)cc1C	2	-1	2	11	12	0	-20	-1	-2	-2
O=C(COc1ccccc1Cl)NCCc1ccc2c(c1)OCCO2	3	6	24	-16	6	7	-14	-3	-8	12
Cc1c(NC(=O)c2cccc(-c3cc4ccccc4oc3=O)c2)cccc1-c1nc2ncccc2o1	4	-5	8	9	14	5	-38	-3	-4	-13
CCSc1nc(-c2cccs2)nc2ccccc12	7	0	0	27	-42	-28	-3	-2	1	17
CCOC(=O)C1=C(c2ccccc2)NC(=O)NC1c1cc(Br)c(O)c(OC)c1 (stereo not drawn)	2	-4	0	31	79*	32	-4	-2	2	-2
CC(=O)Nc1ccc(N=NC2C(=O)N(C(N)=S)N=C2C)cc1 (stereo not drawn)	-2	-2	3	-51	10	6	-24	1	9	/
CCO[C@@H]1OC(C(=O)O)=C[C@H](c2ccccc2)[C@H]1CCCO	-2	/	14	3	1	0	/	-4	/	-9
CS(=O)(=O)N1CCN(c2ccccc2NC(=O)CSc2nnc(-c3ccco3)o2)CC1	1	-8	-8	2	-1	-5	-4	-2	-6	-7
CC1=CC(c2ccc(Cl)cc2)n2ncnc2N1 (stereo not drawn)	-1	/	/	-13	13	-1	/	-2	/	1
CCOc1ccc(CCNC(=O)CN(C)S(=O)(=O)c2cccs2)cc1OCC	-3	/	-4	1	14	3	/	-1	/	-2
O=C(N[C@@H](Cc1ccccc1)C(=O)O)c1c(F)c(F)c(F)c(F)c1F	0	4	-1	22	3	-2	-9	0	-5	-10
COc1ccc(OC)c2sc(NC(=O)C3=COCCO3)nc12	0	-2	0	-47	7	5	-4	2	5	4
O=C(Nc1ccc(N2CCN(C(=O)c3ccco3)CC2)c(Cl)c1)c1cccs1	-5	-2	-6	-14	9	-4	-29	1	2	-1

Some entries already given, showing only GSK3beta inhib, GSK3A inh and HSP90 inh.
Compound	GSK3beta inhib	GSK3A inh	HSP90 inh
CC1=CC(c2ccc(Cl)cc2)n2ncnc2N1 (stereo not drawn)	-1	-2	/
CCOc1ccc(CCNC(=O)CN(C)S(=O)(=O)c2cccs2)cc1OCC	-3	-1	/

Some of the compounds tested; count on the stated rates, not on these rows.
